XIAP antagonists: small molecules displacing peptide from XIAP – biochemical, IAP family, fluorescence polarization (AID 1018) | XIAP BIR domain, fluorescence polarization peptide displacement; higher % means a stronger effect | displacement, % at 20 µM; hits with a dose series show IC50 in µM | 200,000 tested, 0.007% active; in the data active = displacement above about 50%; also: a part of the inactive calls stands beside numbers as strong as those of hits
Siah-1 displacement: blockers of Siah-1 interaction with plectin peptide – biochemical, fluorescence polarization, rhodamine-plectin, uHTS, primary screen (AID 1817). Siah-1 / rhodamine-plectin peptide fluorescence polarization; higher % means a stronger effect. displacement, % at 20 µM, or IC50 in µM where a hit was titrated. 290,000 tested, 0.02% active;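 active = displacement of at least 50% at 20 µM, with a fluorescence ratio check between 0.3 and a set limit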;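 also: plate controls were Siah plus tracer with DMSO for no effect and tracer alone without Siah for full effect; strong numbers were not always called active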
LYP phosphatase: inhibitors of LYP phosphatase, biochemical, fluorescence intensity, uHTS (AID 1779) | recombinant LYP phosphatase, fluorescence intensity; higher % means a stronger effect | inhibition, % at 11.5 µM; hits with a dose series show IC50 in µM | 290,000 tested, 0.054% active; in the data active = inhibition above about 50%;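 also: plate controls were vehicle with enzyme for no effect and no enzyme for full effect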
RSV CPE inhibition: inhibition of RSV-induced cytopathic effect – HEp-2 cells, primary 10 µM value included (AID 2391); HEp-2 cells, RSV-induced CPE inhibition; higher % means a stronger effect; 310,000 tested, 0.13% active; CPE inhibition, % at 10 µM, or IC50 in µM where a hit was titrated; in the data active = a potency from the dose series; inconclusive = CPE inhibition mostly from about 23% at the one dose, without a potency; inactive = the rest, 99 in 100 with CPE inhibition below about 21%; also: strong numbers were not always called active
AID2073: disruptors of CaV2.2 binding to Mint1 – biochemical, HTRF (AID 2073). HTRF protein-protein interaction, Mint1-CaV2.2; higher % means a stronger effect. inhibition, % at 20 µM, or IC50 in µM where a hit was titrated. 290,000 tested, 0.19% active; in the data active = inhibition mostly above about 51%, no sharp cut-off; inconclusive = no clear call, values can overlap the other calls; inactive = mostly below about 53%; also: some results filed as inactive read as strong as hits
SV40 large T antigen: TAg ATPase/helicase activity blockers – biochemical (AID 1903); SV40 large T antigen ATPase/helicase inhibition assay; higher % means a stronger effect; one-dose inhibition, % at 20 µM; IC50 in µM for titrated hits; 310,000 tested, 0.39% active; in the data active = a potency from the dose series; inconclusive = inhibition mostly from about 32% at the one dose, without a potency; inactive = the rest, 99 in 100 with inhibition below about 32%; also: strong numbers were not always called active
HIV peptide binding: cell-free HIV fusion peptide-binding blockers – biochemical, uHTS, fluorescence dequenching, primary screen (AID 1986). cell-free peptide binding, fluorescence dequenching, 30 min; higher % means a stronger effect. 290,000 tested, 0.3% active. one-dose inhibition, % at 20 µM; IC50 in µM for titrated hits; in the data active = inhibition mostly above about 52%, no sharp cut-off; inactive = mostly below about 76%; also: some results filed as inactive read as strong as hits
MgcRacGAP inhibition: MgcRacGAP GTPase-activating activity inhibitors, confirmation, biochemical, ADP Hunter fluorescence. inhibition, % at 30 µM; hits with a dose series show IC50 in µM. MgcRacGAP-stimulated Rac1 GTP hydrolysis, ADP Hunter fluorescence; higher % means a stronger effect; GST-tagged Rac1 F28L mutant substrate. 340,000 tested, 0.6% active;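 active = first-screen hits whose inhibition reached a set limit at any dose in the follow-up dose series; inconclusive = inhibition above the set first-screen limit but never retested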;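 also: fluorescence reports GDP produced by GAP-driven GTP hydrolysis; strong numbers were not always called active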
Dengue-2 NS5 capping: Dengue-2 NS5 methyltransferase inhibitors, primary screen, biochemical, confirmation dose response (AID 588689); 340,000 tested, 0.3% active; one-dose inhibition, % at 25 µM; IC50 in µM for titrated hits; Dengue-2 NS5 methyltransferase capping enzyme assay, biochemical; higher % means a stronger effect; in the data active = a potency from the dose series; inconclusive = inhibition above about 29% without an active follow-up result
Dengue-2 NS5 capping pilot replicate: also measured in Dengue-2 NS5 capping; calls as there; inhibition, %; measured here: pilot screen replicate inhibition
* = called active by the depositor; ? = inconclusive; . = not tested or not shown.

SMILES	XIAP antagonists	Siah-1 displacement	LYP phosphatase	RSV CPE inhibition	AID2073	SV40 large T antigen	HIV peptide binding	MgcRacGAP inhibition	Dengue-2 NS5 capping	others
Cc1c(C(=O)NCc2nnc(-c3ccccc3)o2)oc2c(F)cccc12	.	1%	-8%	5.6%	-1%	6%	0.5%	-2%	-3%
COC(=O)Cn1cnc2c(C#N)c3n(c2c1=O)CCCC3	-13%	-2%	-6%	-2.5%	-3%	1%	-3.2%	1%	-3%
Cc1ccccc1NC(=O)CSc1nc(O)cc(=O)n1C	.	-1%	-3%	1.2%	9%	13%	2.0%	17%	-5%
Cc1ccc(-c2ccccc2)n1-c1cccc(C(=O)O)c1	.	4%	-2%	2.7%	7%	25%	4.5%	7%	4%
O=C(COc1ccccc1[N+](=O)[O-])NC1CC1	-7.7%	22%	-1%	9.3%	-2%	4%	-0.4%	4%	-5%
Cn1cc(CN2CCCC(CO)(Cc3ccccc3)C2)c2ccccc21 (stereo not drawn)	-8.6%	5%	-6%	-1.4%	-9%	9%	-0.3%	9%	-3%
O=C(CN1C(=O)CCSc2ccccc21)NC1CCCCC1	.	3%	-8%	1.1%	7%	8%	-1.3%	-23%	2%
Cc1cc(S(=O)(=O)N2CCCCC2)ccc1OCC(=O)N1CCOCC1	.	2%	-7%	0.4%	-4%	0%	0.2%	1%	-3%
COCCCN1C(=O)C(=O)/C(=C(/O)c2ccc(OC)cc2)C1c1cccc(OC)c1 (stereo not drawn)	-3.8%	6%	-3%	0.3%	4%	0%	-1.7%	3%	-1%
Cc1cn2c(=O)c(C(=O)N3CCN(c4ccccc4Cl)CC3)cnc2s1	.	.	.	-1.8%	.	14%	.	5%	6%
O=C(Nc1ccc(F)cc1)C(Sc1nnc2ccccn12)c1ccccc1 (stereo not drawn)	-5.9%	1%	0%	1.6%	-7%	7%	1.7%	4%	0%
CCOP(=O)(OCC)c1nc(-c2cccc3ccccc23)oc1NCc1ccc(OC)cc1	-2.1%	5%	-21%	11%	24%	1%	-0.6%	5%	2%
CN(C)c1ncccc1-c1nc2ccccc2s1	-7.7%	7%	-6%	3.1%	10%	-1%	0.7%	0%	-2%
O=C(O)C1CCCN1C(=O)C12CC3CC(CC(C3)C1)C2 (stereo not drawn)	.	1%	-9%	0.5%	20%	6%	1.7%	4%	-5%	Dengue-2 NS5 capping pilot replicate=-2.7
CCC(=O)Nc1cc(OC)cc(OC)c1	-2.9%	-3%	2%	-1.1%	6%	-3%	-0.3%	2%	-8%
COC(=O)c1ccc(S(=O)(=O)NCc2ccco2)o1	.	8%	-5%	0.6%	0%	5%	-1.8%	-2%	4%
O=C(NCCCN1CCOCC1)c1c(F)c(F)c(F)c(F)c1F	.	-2%	-8%	2.4%	-2%	26%	-0.6%	6%	1%
O=C(c1cccc2ccccc12)N1CCN(c2ccc([N+](=O)[O-])c(N3CCOCC3)c2)CC1	1.0%	16%	-1%	?	5%	8%	-2.9%	-2%	-3%
CN(C)c1ccc(NC(=O)CC(NCc2ccccn2)C(=O)O)cc1 (stereo not drawn)	-3.1%	-8%	-4%	0.4%	-1%	34%	2.0%	25%	-3%
N#Cc1ccc(NC(=O)CN2CCN(c3ccccn3)CC2)cc1	.	10%	-8%	1.1%	-2%	12%	1.4%	1%	-1%
C=CCNCCCOc1ccc(C(C)(C)c2ccccc2)cc1	-8.6%	0%	-8%	-0.2%	0%	7%	1.0%	24%	4%
CCCCC1=CC2=CC(=O)C(C)(OC(=O)CC)C(=O)C2=CN1Cc1ccc(OC)cc1 (stereo not drawn)	.	3%	-5%	2.1%	12%	16%	4.2%	13%	>100µM*
CCc1nnc(NC(=O)c2ccc(S(=O)(=O)N(CC)Cc3ccccc3)cc2)o1	-5.7%	-9%	-10%	2.0%	6%	14%	-0.6%	3%	-4%
O=C(c1ccc2nc(Cc3ccccc3F)oc2c1)N1CC[C@H](O)C1	.	-1%	-14%	-0.2%	5%	-6%	-0.1%	4%	3%
CCCc1cc(C(=O)O)c2ccccc2n1	-5.0%	-1%	-7%	0.1%	-6%	2%	-1.8%	8%	-1%
COc1ccc(N(CC(=O)NCc2ccc(F)cc2)C(=O)CCC(=O)Nc2ccccn2)cc1	.	1%	-6%	0.7%	1%	1%	0.3%	1%	-6%
Cc1sc2ncnc(NCc3ccco3)c2c1C	-24%	-6%	-3%	2.1%	25%	4%	-1.0%	17%	11%
CC(C)(C)CN1C(N)=NC[C@H]1Cc1ccc(O)cc1	.	-1%	-14%	-1.2%	-5%	16%	-0.3%	2%	-7%
O=C(CCl)Nc1cccc2ncccc12	-5.9%	-6%	-19%	15%	-6%	11%	4.6%	6%	-3%
O=C(Nc1cccc(C(F)(F)F)c1)C(SCCO)c1ccccc1 (stereo not drawn)	-5.2%	1%	-8%	3.7%	38%	5%	3.1%	6%	3%
CC(C)(C)C1=NN(C(=O)c2ccccc2)C(O)(C(C)(C)C)C1 (stereo not drawn)	-1.8%	-1%	-6%	2.5%	1%	19%	-0.9%	11%	0%
Cc1ccc(C(=O)OCC(=O)NC(C)C)cc1S(=O)(=O)N1CCOCC1	-7.5%	-4%	-9%	0.8%	-18%	-7%	2.2%	0%	-1%
O=C(Nc1ccncc1)c1ccc(Br)cc1	.	1%	-4%	7.8%	4%	19%	-1.3%	9%	-2%
O=C1CN(C(=O)NCC(=O)N2CCCC2)c2ccccc2N1	.	-3%	-2%	0.8%	-2%	8%	1.5%	8%	-8%
COc1ccc(CCNC(=O)CCn2c(=O)c3cccn3c3ccc(F)cc32)c(OC)c1OC	.	-2%	-11%	2.1%	6%	5%	0.2%	13%	8%
CC(=O)Nc1ccc(S(=O)(=O)Nc2ccc(N3CCOCC3)cc2)cc1	-7.8%	4%	-6%	0.8%	-8%	15%	3.3%	11%	0%
O=C(C[n+]1ccccc1)Nc1nc2ccccc2s1	-5.1%	1%	-2%	1.9%	-10%	12%	-0.3%	8%	-7%
CCCCN(C)CCNC(=S)Nc1ccc2nc(N3CCN(CC)CC3)cc(C)c2c1	.	-7%	-3%	1.6%	4%	-3%	-1.7%	.	2%
CCOCCCNC(=O)Cc1c(C(=O)O)[nH]c2ccc(Cl)cc12	-17%	-2%	-4%	0.0%	-12%	3%	2.9%	-1%	2%
COc1ccc(C(=O)COC(=O)c2cc3ccccc3oc2=O)c(OC)c1	.	.	.	-0.2%	.	8%	.	16%	1%
COc1ccc2cc(C(N)=O)/c(=N\NC(=O)c3ccccc3)oc2c1	.	0%	-5%	0.3%	4%	10%	-3.7%	7%	-3%
Cc1cc(NC(=O)COC(=O)CCNS(=O)(=O)c2ccccc2)n(-c2ccccc2)n1	.	.	.	-0.5%	.	25%	.	10%	-6%
C=CCOc1cccc(/C=N/NC(=O)C(OC)c2ccccc2)c1 (stereo not drawn)	.	-4%	-8%	1.7%	-1%	24%	-1.2%	7%	-8%
Cc1cccc(Cn2c(N(C)Cc3ccccc3)nc3c2c(=O)[nH]c(=O)n3C)c1	-7.7%	-1%	1%	3.4%	0%	3%	-2.3%	11%	-1%
Cn1cnnc1SCC(=O)Nc1ccc(F)cc1F	-4.9%	-5%	-8%	1.1%	-10%	10%	-1.0%	-2%	-1%
CC(C)(C)c1ccc(C(=O)Nc2cccc3c(=O)[nH][nH]c(=O)c23)cc1	-3.4%	13%	4%	0.5%	30%	9%	18%	3%	4%
CC(C)(C)c1ccc(C(=O)NC(=S)NCc2ccco2)cc1	.	-2%	-1%	?	-16%	26%	-1.8%	5%	-5%
O=C(Nc1ccccc1N1CCCC1)c1cccnc1Cl	-5.4%	-5%	-8%	0.9%	4%	5%	-2.5%	14%	-1%

Grouped by structure, those above with a tert-butyl group
SMILES	XIAP antagonists	Siah-1 displacement	LYP phosphatase	RSV CPE inhibition	AID2073	SV40 large T antigen	HIV peptide binding	MgcRacGAP inhibition	Dengue-2 NS5 capping	others
CC(C)(C)CN1C(N)=NC[C@H]1Cc1ccc(O)cc1	.	-1%	-14%	-1.2%	-5%	16%	-0.3%	2%	-7%
CC(C)(C)C1=NN(C(=O)c2ccccc2)C(O)(C(C)(C)C)C1 (stereo not drawn)	-1.8%	-1%	-6%	2.5%	1%	19%	-0.9%	11%	0%
CC(C)(C)c1ccc(C(=O)Nc2cccc3c(=O)[nH][nH]c(=O)c23)cc1	-3.4%	13%	4%	0.5%	30%	9%	18%	3%	4%
CC(C)(C)c1ccc(C(=O)NC(=S)NCc2ccco2)cc1	.	-2%	-1%	?	-16%	26%	-1.8%	5%	-5%

Following part:
SMILES	XIAP antagonists	Siah-1 displacement	LYP phosphatase	RSV CPE inhibition	AID2073	SV40 large T antigen	HIV peptide binding	MgcRacGAP inhibition	Dengue-2 NS5 capping	others
CCOc1cc(/C=N/NC(=O)c2c(-c3ccccc3)noc2C)ccc1O	-15%	5%	0%	16%	-7%	34%	-3.0%	56µM*	-1%
O=C(Nc1ccc(Cl)c([N+](=O)[O-])c1)c1ccco1	.	12%	-9%	4.0%	2%	4%	1.1%	17%	.
N#Cc1ccccc1S(=O)(=O)N1CCN(C(=O)c2ccc(-n3cncn3)c([N+](=O)[O-])c2)CC1	.	.	.	-0.9%	.	17%	.	7%	4%
O=C(CN(C(=O)CCC(=O)Nc1nccs1)c1ccccc1F)NCc1ccc2c(c1)OCO2	.	-6%	-7%	-0.1%	6%	-2%	-1.2%	8%	5%
COc1cc(/C=C2\SC(=S)N(NC(=O)c3ccccc3O)C2=O)ccc1O	.	-10%	-2%	-0.5%	34%	?	48%	?	28%
Cc1ccccc1N(CC(=O)NC1CCCCC1)C(=O)c1csnn1	.	-2%	-7%	0.3%	4%	-1%	-0.9%	2%	-4%
COc1ccc(OC)c(CCNC(=O)CN2C(=O)COc3ccc(S(=O)(=O)N4CCOCC4)cc32)c1	.	1%	-13%	2.8%	-1%	7%	0.3%	-11%	-5%
CCC(c1nnnn1Cc1ccc2c(c1)OCO2)N1CCN(c2ccc(OC)cc2)CC1 (stereo not drawn)	-4.5%	0%	-7%	0.6%	-14%	24%	-0.4%	18%	-6%
COCCCNC(=O)CC(NS(=O)(=O)c1ccc(C)cc1)c1ccc(OC)cc1 (stereo not drawn)	-22%	0%	-10%	4.2%	-4%	3%	-2.2%	9%	1%
CCC(C)[C@H](NC(=O)C1CC(=O)N(c2ccc3c(c2)OCCO3)C1)C(=O)NC1CCCC1 (stereo partly drawn)	.	6%	-10%	1.2%	16%	11%	-1.3%	11%	-5%
CSc1c(CC(=O)NCCCO)n(Cc2ccccc2)c2ccccc12	.	2%	-6%	1.7%	10%	3%	-0.7%	8%	5%
Cc1ccccc1N1CC(C(=O)N2CCCCCC2)CC1=O (stereo not drawn)	.	.	.	-1.5%	.	10%	.	4%	-7%
CN1CCN(C(=O)C2(NC(=O)Nc3cccc(F)c3)CCCCC2)CC1	-5.4%	1%	-2%	1.7%	-2%	10%	1.8%	8%	-8%
CN(C)C(=O)NC(NC(=S)Nc1ccccc1)C(Cl)(Cl)Cl (stereo not drawn)	-0.5%	3%	-5%	1.6%	23%	6%	-0.2%	9%	-6%

From PubChem BioAssay
